SUMO HTRF inh = inhibitors of in vitro SUMOylation cascade, primary screen, biochemical, HTRF, uHTS; SUMO-conjugating enzyme UBC9 (Homo sapiens), P63279; HTRF SUMOylation assay, SAE1/SAE2 + UBC9; inhibition, % at 35 µM; hit rate 0.36% among 290,000; in the data active means inhibition above about 50%, passing the limit was not always enough; further: strong numbers were not always called active
Target sequence (P63279 whole entry, looked up): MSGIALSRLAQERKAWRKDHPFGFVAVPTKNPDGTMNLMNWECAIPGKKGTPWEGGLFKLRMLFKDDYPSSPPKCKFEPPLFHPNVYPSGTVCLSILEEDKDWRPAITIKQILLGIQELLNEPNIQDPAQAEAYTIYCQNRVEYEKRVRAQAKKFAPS
IDE cell activ = human IDE activators in live cells, primary screen, fluorescence polarization, HEK cells, FAbeta-B substrate; Insulin-degrading enzyme (Homo sapiens), P14735; hit rate 0.073% among 340,000; FAbeta-B cleavage; 0% vehicle, 100% cell-free pure enzyme wells; activation, % at 5.96 µM; AID 493087, 2011;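 active means activation above the mean of all tested compounds plus 3 SD, set per screening campaign, cut at about 17% in these data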
p-CIP stab down = p/CIP-EGFP fusion destabilizers, primary screen, fluorescence, F442A cells; 16 h; hit rate 0.01% among 290,000; Q05BA5; decrease of EGFP signal, % at 10 µM;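 active means EGFP signal decrease of at least 30% at 10 µM or well 3 SD below plate mean, unless failing retest; inactive means the rest, including hits failing retest or dose response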; further: some compounds called inactive have numbers as strong as hits; many of its hits are not listed in these tables
MEKK3 PB1 HTS = modulators of MEKK3-MEK5 PB1 binding, primary screen, biochemical, wildtype MEKK3, multiplex bead flow cytometry, Alexa488-MEK5; binding response (% of control), % at 10 µM; AID 1529, 2009; Mitogen-activated protein kinase kinase kinase 3 (Homo sapiens), Q99759; bead-based flow cytometry, Alexa488-MEK5 binding to MEKK3; actives lie on both sides; 0 = blocked by unlabeled MEK5, 100 = vehicle; hit rate 1.4% among 290,000;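 active means binding response more than 3 SD above or below the average of its plate-row segment, actives on both sides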;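 further: Alexa488 bead fluorescence after subtracting the streptavidin-only scavenger bead signal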
Target sequence (Q99759 whole entry, looked up): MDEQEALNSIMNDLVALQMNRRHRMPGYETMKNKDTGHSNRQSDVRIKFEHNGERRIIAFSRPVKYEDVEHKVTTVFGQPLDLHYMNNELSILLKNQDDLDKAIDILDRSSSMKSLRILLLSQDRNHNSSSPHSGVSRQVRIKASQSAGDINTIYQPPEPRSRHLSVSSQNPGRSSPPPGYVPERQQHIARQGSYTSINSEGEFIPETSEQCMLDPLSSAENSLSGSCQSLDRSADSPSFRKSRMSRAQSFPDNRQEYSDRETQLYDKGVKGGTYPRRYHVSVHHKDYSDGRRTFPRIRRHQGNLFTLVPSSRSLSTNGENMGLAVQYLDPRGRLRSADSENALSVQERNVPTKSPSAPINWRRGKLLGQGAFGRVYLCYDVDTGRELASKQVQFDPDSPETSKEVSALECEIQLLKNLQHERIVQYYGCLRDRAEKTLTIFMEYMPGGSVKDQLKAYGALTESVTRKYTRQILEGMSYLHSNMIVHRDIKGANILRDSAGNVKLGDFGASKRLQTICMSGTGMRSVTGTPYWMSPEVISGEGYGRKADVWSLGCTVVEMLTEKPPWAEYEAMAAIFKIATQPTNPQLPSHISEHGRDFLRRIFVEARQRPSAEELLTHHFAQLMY
PHOSPHO1 inh = PubChem AID 1565; inhibition, % at 13.3 µM; recombinant PHOSPHO1, absorbance phosphatase assay; hit rate 1.1% among 290,000; in the data active means inhibition above about 60%
Target sequence (Q8TCT1 whole entry, looked up): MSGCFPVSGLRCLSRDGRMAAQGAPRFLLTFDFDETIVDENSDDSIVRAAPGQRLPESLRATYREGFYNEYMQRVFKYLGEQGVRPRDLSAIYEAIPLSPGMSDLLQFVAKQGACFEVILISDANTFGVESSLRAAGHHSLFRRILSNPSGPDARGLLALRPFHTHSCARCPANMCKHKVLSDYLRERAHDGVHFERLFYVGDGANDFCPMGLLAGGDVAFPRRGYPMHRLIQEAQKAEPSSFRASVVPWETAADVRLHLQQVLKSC
FID counter = compounds displacing fluorescent DNA intercalator, primary screen, artefact control for HCV NS3 helicase inhibitor project, biochemical, FID fluorescence; DNA fluorescent intercalator displacement; AID 1845, 2009; inhibition, % at 7.9 µM; hit rate 0.17% among 290,000; in the data active means inhibition above about 37%;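 further: 0% = vehicle and 100% = reference compound; higher means more ethidium bromide displaced from hairpin DNA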
IMP-1 inh = IMP-1 metallo-beta-lactamase inhibitors, primary screen, biochemical, epi-absorbance readout, Pseudomonas aeruginosa enzyme; purified IMP-1, nitrocefin hydrolysis, epi-absorbance fluorescence; inhibition, % at 5.6 µM; hit rate 0.45% among 290,000; metallo-beta-lactamase IMP-1 (Pseudomonas aeruginosa); AID 1556, 2009;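 active means inhibition above the mean plus 3 SD of all compounds in the same screening run, cut at about 4.5% in these data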;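 further: 0% = IMP-1 with DMSO and 100% = DMSO wells lacking enzyme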
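Material – recombinant IMP-1 enzyme, purified · Amount – IMP-1 0.2 nM before substrate addition · Medium – HEPES buffer pH 7.1 with ZnSO4 and Brij 35 · Timing – 25 °C, 15 min preincubation, 25 min reaction · Measured by – plate fluorescence quenching by hydrolysis product, ex 480/em 530 nm · Read-out – percent enzyme inhibition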
HCV NS3 hel inh = inhibitors of HCV NS3 helicase, primary screen, biochemical, Cy5 molecular beacon fluorescence; inhibition, % at 10.9 µM; Hepatitis C virus NS3 helicase; hit rate 0.56% among 290,000; NS3 helicase DNA unwinding;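 active means inhibition above the mean of all tested compounds plus 3 SD, set per campaign, cut at about 35% in these data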;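 further: 0% = DMSO wells and 100% = thioflavine S control wells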
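Control set: DMSO versus 110 µM thioflavine S; Material: NS3 helicase fragment of HCV; Measured by: Cy5 fluorescence at 0 and 60 min, beacon hairpin quenching; Read-out basis: percent inhibition from t60/t0 fluorescence ratio; Times: reaction time 60 min, 25 °C; Repeats: single replicate; Compound dosing: single dose, 10.9 µM nominal final, DMSO 0.8% final.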
VIM-2 inhibitor = VIM-2 metallo-beta-lactamase inhibitors, primary screen, biochemical, epi-absorbance readout, Pseudomonas aeruginosa enzyme | AID 1527, 2009 | purified VIM-2, nitrocefin hydrolysis, epi-absorbance fluorescence | hit rate 0.89% among 290,000 | inhibition, % at 5.6 µM;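 active means inhibition above the mean of all tested compounds plus 3 SD, cutoff set per screening run, cut at about 7.5% in these data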;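 further: red hydrolysis product quenches plate fluorescence so inhibitors raise well fluorescence; 0% = enzyme with DMSO and 100% = DMSO without enzyme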
* hit, by the source's call; nt = not tested or not shown. This is a subset; the hit share may differ from the screen's.

SMILES	SUMO HTRF inh	IDE cell activ	p-CIP stab down	MEKK3 PB1 HTS	PHOSPHO1 inh	FID counter	IMP-1 inh	HCV NS3 hel inh	VIM-2 inhibitor
COc1ccc(CCNC(=O)CN2CCN(c3ccccc3Cl)CC2)cc1	-13.0	2.0	-9.8	101.0	18.7	-24.9	-2.8	-2.6	-2.3
COc1ccc(C(=O)O/N=C(\N)c2ccncc2)cc1OC	-4.0	2.5	6.3	96.0	-8.6	-7.7	-2.4	5.5	-4.9
Cc1cc(C)c(S(=O)(=O)c2ccccc2C)c(Oc2ccccc2)n1	-11.3	-1.1	-10.5	106.0	7.0	-18.2	-3.8	-1.1	-3.6
CN(C)Cc1c(C(=O)N/N=C/c2ccc(OCc3c(F)cccc3Cl)cc2)nnn1-c1nonc1N	9.1	-7.1	-14.9	101.0	-19.6	-5.8	1.9	5.2	1.5
Cc1ccccc1C(=O)N1CCC(C(=O)NC2CCCCCC2)CC1	5.0	-1.2	-10.9	101.0	32.5	-33.0	0.5	5.3	-2.7
CCN(CC)C(=O)C1=C(C)NC(=S)NC1c1ccc(C)s1 (stereo not given)	8.9	4.5	-23.6	105.0	1.4	-5.9	-3.4	2.2	-6.1
O=C(COC(=O)CCc1nc2ccccc2c(=O)[nH]1)Nc1ccccc1Cl	5.2	1.3	-2.5	77.0	29.8	-0.5	0.1	1.3	0.1
Cc1ccc(C(=O)NCC(=O)NCC(=O)OCc2ccc(Oc3ccc([N+](=O)[O-])cc3)cc2)cc1	nt	6.8	nt	106.0	nt	-3.5	-2.5	-4.1	-6.0
CCOC(=O)c1ccc(Oc2nc(N(C)C)nc(N3CCOCC3)n2)cc1	-1.2	-0.2	-13.8	105.0	38.5	-22.6	-0.4	1.3	-1.0
CCOC(=O)c1c(S(=O)(=O)NCC(=O)N2CCN(c3ccccc3OC)CC2)c(C)n(C)c1C	9.0	-2.3	-9.1	98.0	43.5	-50.3	-3.7	0.7	-2.1
CC(=O)N(C)c1ccc(OCC(O)CN(Cc2ccco2)S(=O)(=O)c2ccc(C)cc2)cc1 (stereo not given)	-9.2	6.2	-2.1	93.0	-12.2	-57.0	-2.4	7.1	-2.0
Cc1ccc(-n2c(=O)[nH]c3c(C(N)=O)nc(C(C)C)nc32)cc1	24.7	-4.1	-2.6	97.0	11.4	-27.7	-3.9	-1.5	-2.0
COc1ccccc1Nc1nc2ccccc2n2cnnc12	13.3	1.5	-1.7	95.0	2.6	-0.8	-3.4	-30.0	-2.4
CCOC(=O)c1ccc(N2Cc3ccccc3C2=NC(=O)c2ccncc2)cc1	10.8	-2.9	-2.4	100.0	-32.7	-4.9	-2.2	-12.0	-1.4
O=C(OCC(O)COc1ccccc1)c1ccc([N+](=O)[O-])cc1 (stereo not given)	16.6	-1.5	-13.8	111.0	30.8	-13.7	-2.7	-11.1	-3.3
Cc1[nH]c(=O)[nH]c(=O)c1S(=O)(=O)N1CCCc2ccccc21	9.3	0.0	-11.7	101.0	26.1	-10.3	-1.0	5.0	-3.1
Cc1sc2nc(C(C)C)nc(SCC(=O)N3CCN(C(=O)c4ccco4)CC3)c2c1C	4.3	-5.8	-12.6	98.0	-18.5	-27.3	-4.0	-8.0	4.1
O=C(COc1ccccc1Br)N1CCN(c2ccccc2)CC1	-17.7	5.8	-8.3	83.0	9.4	-17.6	-5.5	1.1	-3.3
N#C/C(=C(/O)CN1CCN(c2ccccc2F)CC1)c1nc(-c2ccc(Cl)cc2)cs1	0.3	11.5	-7.7	105.0	23.5	-0.2	0.1	8.1	-1.6
CCN1C(=O)[C@@H]2[C@H](C1=O)[C@@H]1C(=O)Nc3ccccc3C(=O)N1[C@@H]2c1cccc(Cl)c1	3.8	-0.2	-12.9	108.0	9.6	-20.6	-3.9	-0.7	-1.6
CC1CCC(C(C)C)C(OC(=O)CSc2nccc(=O)[nH]2)C1 (stereo not given)	7.6	2.8	-36.8	103.0	38.3	-22.4	-3.0	6.8	-3.1
COc1cc(NC(=O)Cn2c(=O)n(CC3CCCO3)c(=O)c3ccccc32)cc(OC)c1 (stereo not given)	-0.4	4.5	-2.9	138.0*	8.4	-5.1	-1.4	5.4	1.8
CN(C)S(=O)(=O)c1ccc(-n2cccc2)cc1	3.9	-0.2	-0.7	101.0	12.6	-1.4	-2.9	-1.0	-1.1
C/C(=N\NS(=O)(=O)c1ccc(Cl)c([N+](=O)[O-])c1)c1cc2ccccc2o1	17.2	1.9	8.6	101.0	21.0	-0.5	-3.3	2.0	-1.1
Cc1sc[n+](CC(=O)c2ccc(Br)cc2)c1C	11.8	-1.9	-8.7	102.0	27.3	-1.6	-0.5	4.4	-0.8
CC(C)=Cc1oc2ccc([N+](=O)[O-])cc2c1N1CCOCC1	5.6	0.5	3.7	88.0	-5.7	4.9	0.6	-4.9	-6.5
C[C@H]1CCC2[C@](C)(CO)[C@@H](O)CC[C@]2(C)[C@@]12CCC(CO)(CCO)O2 (stereo not given in full)	22.9	2.3	-5.2	107.0	6.9	-27.0	-4.1	4.0	-2.5
Cc1c(NS(=O)(=O)c2ccc(NCC3CCCO3)c([N+](=O)[O-])c2)c(=O)n(-c2ccccc2)n1C (stereo not given)	14.4	-3.1	9.5	102.0	21.0	-16.0	-1.7	-5.8	-1.5
Cc1cc(C[n+]2ccccc2)c2nsnc2c1	11.5	-1.5	-1.6	97.0	-1.4	2.9	-5.4	-1.7	-1.6
O=C(c1ccc(F)cc1)c1ccc(-c2ccc(F)cc2)nc1	5.2	-0.9	-0.6	109.0	15.0	-6.5	-1.7	-16.7	-0.8
CCN(CCCNC(=O)CNC(=O)c1nn(-c2ccc(OC)cc2)c(=O)c2ccccc12)c1cccc(C)c1	-9.6	2.5	-14.8	103.0	39.2	-12.9	-2.7	-4.1	-1.9
CC(C)N1CC(O)=C(c2nc3ccccc3[nH]2)C1=N	11.3	-1.1	-1.4	110.0	14.1	3.9	-3.2	-2.9	-3.3
CCOC(=O)Cn1c2ccc(F)cc2c2nc(C)sc21	6.3	-4.0	-2.0	102.0	-6.7	-16.3	-1.5	3.4	-0.5
Cc1ccc(-c2nc(CN3CCCCC3c3cccc(F)c3)c(C)o2)o1 (stereo not given)	2.2	5.2	-21.1	104.0	31.2	-7.4	-4.8	10.0	-1.0
CCOCCOC(=O)COC(=O)c1ccccc1NC(=O)c1ccccc1	-5.0	-1.6	-5.3	96.0	7.4	-16.3	-2.3	-9.7	-0.3
Cc1cc(C(=O)NC2CC(C)(C)Cc3c2cnn3-c2ccccc2)n(C)n1 (stereo not given)	7.1	2.0	-15.0	101.0	26.5	-40.0	-2.9	0.5	-3.8
Cc1cc(C)n(CC(=O)N/N=C/c2cccc([N+](=O)[O-])c2)n1	-13.8	3.2	1.5	83.0	-4.5	-3.0	-0.3	-11.4	0.8
CS(=O)(=O)N(CC(=O)NC1CCCCC1)Cc1ccc(F)cc1	-1.5	-4.4	-6.2	104.0	34.2	-3.5	-0.3	13.7	-0.8
O=C1OC(Cc2ccccn2)C(O)=C1C1=NCCCCN1 (stereo not given)	-5.3	4.1	-17.2	120.0	1.0	-2.4	-1.5	-4.8	0.8
Cc1ccc(Cn2nnc3c(=O)n(CC(=O)NCc4ccc5c(c4)OCO5)cnc32)cc1	-1.8	3.7	5.9	107.0	0.1	-10.3	-2.8	-2.2	1.3
CC1CCN(C(=O)c2ccc(S(=O)(=O)N(C)C)cc2)C(C)C1 (stereo not given)	-1.1	-5.4	2.7	100.0	-1.2	-6.1	-2.3	8.5	-0.9
Cc1ccc(S(=O)(=O)NC(=O)COc2ccccc2)cc1	12.9	2.5	-8.3	105.0	-23.7	0.8	-3.3	-9.3	-1.5
S=C(Nc1cccc(Cl)c1Cl)Nn1cnnc1	-7.0	3.7	9.3	99.0	-11.1	-2.1	0.1	1.8	-0.4
CCN(CC)CCNC(=O)c1cc(-c2cccnc2)nc2ccc(S(=O)(=O)N3CCC(C)CC3)cc12	-3.1	1.2	-2.4	104.0	32.9	29.8	-0.1	-23.4	0.8
CCOc1ccccc1NC(=O)c1cc(=O)c2ccccc2o1	22.3	-2.5	-15.5	102.0	11.9	-6.0	-2.0	-5.9	1.6

A second format for part of the listing above:
CCOC(=O)Cn1c2ccc(F)cc2c2nc(C)sc21
  SUMO HTRF inh: 6.3; IDE cell activ: -4.0; p-CIP stab down: -2.0; MEKK3 PB1 HTS: 102.0; PHOSPHO1 inh: -6.7; FID counter: -16.3; IMP-1 inh: -1.5; HCV NS3 hel inh: 3.4; VIM-2 inhibitor: -0.5

Cc1ccc(S(=O)(=O)NC(=O)COc2ccccc2)cc1
  SUMO HTRF inh: 12.9; IDE cell activ: 2.5; p-CIP stab down: -8.3; MEKK3 PB1 HTS: 105.0; PHOSPHO1 inh: -23.7; FID counter: 0.8; IMP-1 inh: -3.3; HCV NS3 hel inh: -9.3; VIM-2 inhibitor: -1.5

(next part)
SMILES	SUMO HTRF inh	IDE cell activ	p-CIP stab down	MEKK3 PB1 HTS	PHOSPHO1 inh	FID counter	IMP-1 inh	HCV NS3 hel inh	VIM-2 inhibitor
CCOc1ccc(C(=O)N/N=C/c2cccc3cccnc23)cc1	-16.3	-3.4	12.0	97.0	21.5	-21.1	1.7	0.9	-2.6
CC1CCN(S(=O)C23CC4CC(CC(C4)C2)C3)CC1 (stereo not given)	15.9	5.5	-24.3	100.0	1.2	-9.8	-2.2	4.4	-3.3
FC(F)(F)c1ccccc1NC(=S)N1CCN(Cc2ccc3c(c2)OCO3)CC1	-5.2	4.1	-15.9	87.0	47.0	15.1	-1.0	5.0	-0.4
Cc1ccc(S(=O)(=O)NC2CCCCC2)c2nsnc12	3.2	-0.6	-8.7	89.0	-9.8	-6.6	-3.6	6.8	-2.5
O=C(Nc1ccc(F)cc1)c1ccc(-n2ccnc2)nc1	-9.2	5.5	0.7	102.0	21.8	-3.9	-5.9	-3.9	-1.6
O=C(CNC(=O)c1ccc(Br)cc1)N=Nc1c(O)[nH]c2ccc([N+](=O)[O-])cc12	27.0	9.1	-5.8	102.0	36.0	15.1	-2.3	20.6	-1.8
O=C(CC1NCCNC1=O)Nc1ccc2c(c1)OCO2 (stereo not given)	12.1	-5.4	-6.7	89.0	-1.2	-1.6	-1.1	-1.2	-2.4

Screening data as filed in PubChem BioAssay.
